Assay outcomes from PubChem BioAssay.
FLuc inh: qHTS Assay for Inhibitors of Firefly Luciferase; purified firefly luciferase, luminescence, 8 min; Potency, µM (top dose mostly 57.1 µM), inactives show at the highest dose activity change, negative = inhibition, most hits filed as inhibitors; 72,000 compounds, 2.2% hits; AID 411, 2009; further: potency means the concentration at half of the fitted maximal effect; on the % scale 0 is the no-effect control and ±100 the full control effect; nearly all actives have a fitted effect of over 40% in size
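Luminescence read-out after 8 min at room temperature; enzyme reaction used luciferin plus 10 uM ATP (linear range) in imidazole buffer pH 7.2 with KCl, MgCl2, Tween 20 and BSA. Each sample was run as a titration.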
HBB splice mod: qHTS Assay for Modulators of Hemoglobin Beta Chain Splicing; HBB splicing reporter cell assay, activation; EGFP reporter with mutant IVS2-654 intron; response scale: normalised to 500 nM splice-correcting PNA; Potency, µM (highest dose often 46.1 µM), for the others: at the highest dose activation, hits mostly activators; 65,000 compounds, 0.06% hits; further: potency means the concentration at half of the fitted maximal effect; 0% is about no effect
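HeLa cells stably expressing EGFP interrupted by mutant beta-globin intron 2 (IVS2-654), 500/well in 2% FCS. Treated with compound for 2 days at 37C. Splicing correction scored as total well GFP intensity (488 nm excitation, 500-520 nm emission); 500 nM antisense PNA served as control.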
TexasRed autofl: qHTS Assay for Spectroscopic Profiling in Texas Red Spectral Region | Compound fluorescence, Texas Red channel, 547/618 nm; hits give high values | max dye-equivalent concentration, M | AID 587, 2007 | 59,000 compounds, 0.06% hits; in the data active means max dye-equivalent concentration above about 10 nM; inconclusive means between about 1.1 nM and that limit
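Dye-equivalent concentrations come from scaling compound signal (ex 547, em 618 nm) to six Texas Red standard concentrations run on every plate, after 15 min room-temperature incubation in pH 8.0 Tris (100 mM).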
HADH2 inh: qHTS Assay for Inhibitors of HADH2 (Hydroxyacyl-Coenzyme A Dehydrogenase, Type II); 3-hydroxyacyl-CoA dehydrogenase type-2 (Homo sapiens), Q99714; Potency, µM (top dose mostly 57.1 µM), for inactives: at the highest dose activity change, negative = inhibition, actives largely listed as inhibitors; recombinant HADH2, NADH fluorescence, beta-hydroxybutyryl-CoA; 73,000 compounds, 3.4% hits; AID 886, 2007; further: potency means the concentration at half of the fitted maximal effect; on the % scale 0 is the no-effect control and ±100 the full control effect; nearly all actives have a fitted effect of over 60% in size; many of its hits are not listed in these tables
Target sequence (Q99714 whole entry, looked up, one chain of several): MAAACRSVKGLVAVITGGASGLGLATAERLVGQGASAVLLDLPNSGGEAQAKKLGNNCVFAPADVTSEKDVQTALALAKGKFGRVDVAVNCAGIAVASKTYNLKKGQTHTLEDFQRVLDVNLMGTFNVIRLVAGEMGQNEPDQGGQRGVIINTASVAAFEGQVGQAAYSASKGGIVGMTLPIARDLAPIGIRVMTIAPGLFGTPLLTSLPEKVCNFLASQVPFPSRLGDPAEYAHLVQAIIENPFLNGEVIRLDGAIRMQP
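Activity measured as NADH fluorescence gain (360/450 nm), taken as the change between first and last reads of a 4-min kinetic run. Conditions: pH 9.0 Tris buffer, 20 nM E. coli-expressed His-tagged enzyme, 1 mM NAD+, 90 uM beta-hydroxybutyryl-CoA; 15-min compound preincubation.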
ALOX15 inhib: qHTS Assay for Inhibitors of 15-hLO (15-human lipoxygenase) | purified 15hLO-1, xylenol orange hydroperoxide absorbance | 74,000 compounds, 1.4% hits | Potency, µM (titrated, usually from 57.1 µM), for the others: top-dose activity change, negative = inhibition, hits mostly inhibitors | Polyunsaturated fatty acid lipoxygenase ALOX15 (Homo sapiens), P16050; further: potency means the concentration at half of the fitted maximal effect; on the % scale 0 is the no-effect control and ±100 the full control effect; nearly all actives have a fitted effect of over 55% in size
Target sequence (P16050 whole entry, looked up): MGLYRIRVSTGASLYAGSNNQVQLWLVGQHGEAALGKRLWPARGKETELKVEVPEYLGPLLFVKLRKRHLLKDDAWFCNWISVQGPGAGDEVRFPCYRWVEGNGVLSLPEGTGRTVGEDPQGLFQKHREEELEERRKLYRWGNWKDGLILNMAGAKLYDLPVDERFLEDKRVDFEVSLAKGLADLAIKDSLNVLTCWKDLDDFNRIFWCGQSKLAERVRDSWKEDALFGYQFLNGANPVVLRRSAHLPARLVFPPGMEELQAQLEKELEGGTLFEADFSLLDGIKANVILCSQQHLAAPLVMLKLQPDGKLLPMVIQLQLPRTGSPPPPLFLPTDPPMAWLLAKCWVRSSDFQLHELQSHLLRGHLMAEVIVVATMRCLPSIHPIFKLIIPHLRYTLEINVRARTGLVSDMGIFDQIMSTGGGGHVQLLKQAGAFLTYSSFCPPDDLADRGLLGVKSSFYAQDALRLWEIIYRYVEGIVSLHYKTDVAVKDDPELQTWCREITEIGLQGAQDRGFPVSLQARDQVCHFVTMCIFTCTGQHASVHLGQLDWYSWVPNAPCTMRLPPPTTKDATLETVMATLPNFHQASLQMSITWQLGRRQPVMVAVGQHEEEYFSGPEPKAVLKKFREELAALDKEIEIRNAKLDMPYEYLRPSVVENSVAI
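Hydroperoxide formed from arachidonic acid (50 uM) by purified human 15hLO-1 (40 nM) oxidizes ferrous iron, and the ferric-xylenol orange complex is read at 573 versus 405 nm. Compounds were preincubated 15 min; reaction ran 6 min at room temperature.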
ERK AVP block: qHTS Assay for Inhibitors of the ERK Signaling Pathway using a Homogeneous Screening Assay. HEK293-V1b, vasopressin-stimulated pERK AlphaScreen. AID 995, 2007. 72,000 compounds, 0.99% hits. Potency, µM (titrated, usually from 57.5 µM), without a hit: at the top dose activity, negative = inhibition, most hits filed as inhibitors; further: potency means the concentration at half of the fitted maximal effect; on the % scale 0 is the no-effect control and ±100 the full control effect; nearly all actives have a fitted effect of over 55% in size
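Phosphorylated ERK1/2 detected via AlphaScreen bead proximity in lysates of V1b-expressing HEK293 cells given 25 nM vasopressin for 5 min after 30 min compound exposure (37 °C). AC50 from Hill equation; basal DMSO 0%, vasopressin 100%.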
Rhodamine fluor: qHTS Assay for Spectroscopic Profiling in Rhodamine Spectral Region. Rhodamine-region fluorescence, 547/598 nm, Tris buffer; hits give high values. max dye-equivalent concentration, M. 59,000 compounds, 0.05% hits. AID 594, 2007; in the data active means max dye-equivalent concentration above about 11 nM; inconclusive means between about 1.1 nM and that limit
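Compounds in 100 mM Tris buffer, pH 8.0, were incubated 15 min at room temperature, then read at 547 nm excitation and 598 nm emission. Fluorescence was normalized against a per-plate six-point rhodamine standard curve as dye-equivalent concentration.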
Tau filament bind: qHTS Assay for Tau Filament Binding; recombinant tau filaments, thioflavin S fluorescence, 15 h; filaments grown with octadecylsulfate alongside compound; 71,000 compounds, 2% hits; Potency, µM (series often up to 57.1 µM), for the others: top-dose activity change, negative = inhibition;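 further: potency means the concentration at half of the fitted maximal effect; on the % scale 0 is the no-effect control and ±100 the full control effect; actives lower thioflavin S fluorescence by blocking filaments or displacing dye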
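His-tagged recombinant human tau (exons 2, 3 and 10 included), 1 uM, was induced to fibrillize by 30 uM sodium octadecylsulfate with compound present. After 15 h at 37 C, thioflavine S fluorescence (ex 450, em 510 nm) was read.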
Hsp90 Hop PPI: qHTS Assay for Disrupters of an Hsp90 Co-Chaperone Interaction | Potency, µM (highest dose often 57 µM), without a hit: top-dose activity change, negative = inhibition | 71,000 compounds, 0.44% hits | Hsp90 C-terminal peptide / TPR2A (Hop) interaction, human | AID 595, 2007 | AlphaScreen TPR2A-His6 binding biotin-Hsp90 C-terminal peptide; active means well fitted curve in either direction with a large enough effect; inconclusive means small, poorly fitted or top-dose-only effect, or another doubt; further: potency means the concentration at half of the fitted maximal effect; on the % scale 0 is the no-effect control and ±100 the full control effect; many of its hits are not listed in these tables
DNA Pol III inh: qHTS Assay for Inhibitors of DNA Polymerase III Holoenzyme System. reconstituted DNA polymerase III holoenzyme replication, biochemical. 71,000 compounds, 0.25% hits. Potency, µM (titrated, usually from 57.1 µM), without a hit: at the highest dose activity change, negative = inhibition; further: potency means the concentration at half of the fitted maximal effect; on the % scale 0 is the no-effect control and ±100 the full control effect
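Reconstituted *E. coli* holoenzyme (0.35 nM Pol III, 1 nM beta, 154 nM SSB, 2 nM primase) was preincubated with compound for 15 min at RT. Synthesis on 1.4 nM ssM13Gori ran 35 min, then was stopped with PicoGreen/EDTA and read as dsDNA fluorescence.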
CRE-bla Fsk: Cell signaling CRE-BLA (Fsk stim) | CHO CRE-bla reporter (cAMP response element driving beta-lactamase), forskolin EC10, beta-lactamase ratio | Potency, µM (highest dose often 38.2 µM), for the others: at the highest dose activity change, negative = inhibition, hits mostly activators | 71,000 compounds, 2.5% hits | AID 662, 2007; active means well fitted activation curve with a large enough effect in the signal ratio, with a control signal flat, not every such curve was filed as active; inconclusive means small, poorly fitted or top-dose-only effect, or effect the other way, or a change in a side signal; the % refers to the signal ratio; further: potency means the concentration at half of the fitted maximal effect; % of control where 0% means no effect
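The 460nm/530nm emission ratio after CCF4 loading defined %Activity, from which AC50 values were obtained. CRE-bla CHO cells received compound dilution series together with an EC10 level of NKH 477 for 3 hours at 37 degrees Celsius.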
Numbers without * were called inactive; i = inactive; u = inconclusive; x = not tested or not shown; [ ] = another dose, or the depositor's remark. Unless noted, the call rests on the fitted dose curve; in most records, active means well fitted curve in the direction sought with a large enough effect; inconclusive means small, poorly fitted or top-dose-only effect, or another doubt; inactive means no such curve, though single readings can be large; an effect the other way counts as inactive or inconclusive.

Compound | FLuc inh | HBB splice mod | TexasRed autofl | HADH2 inh | ALOX15 inhib | ERK AVP block | Rhodamine fluor | Tau filament bind | Hsp90 Hop PPI | DNA Pol III inh | CRE-bla Fsk
COC(=O)[C@H](Cc1ccccc1)NC(=O)[C@@H](N)CC(=O)O | x | -0.1% | x | -7% | 2% | 8% | x | 4% | 1% | -9% | -1%
c1ccn2c(SCc3ccc4c(c3)OCCO4)nnc2c1 | -3% | -0.2% | x | -2% | 11% | 16% | x | -6% | -10% | 1% | 2%
CN1CCN(C(=O)c2cc3c(s2)-c2ccccc2S(=O)(=O)C3)CC1 | -2% | 0.9% | x | -2% | 10% | 3% | x | 1% | -7%[2.3 µM] | -5% | 1%
CCOC(=O)C1CCCN(C(=O)CCC(=O)Nc2ccc3nc(N4CCOCC4)cc(C)c3c2)C1 (stereo not given) | u | -2.4% | i | 20µM* | -2% | -23% | i | -5% | 4% | -2% | 27%
CCCc1nc2oc3cc(OC)ccc3c(=O)c2c(=O)n1Cc1ccco1 | 0% | 1.9% | i | -8% | -11% | u | i | 0% | -7% | -7% | u
COc1cccc(C2NC(=O)NC(C)=C2C(=O)Nc2ccccc2C)c1 (stereo not given) | 1% | -1.1% | x | 7% | 6% | 4% | x | 12% | -1% | -6% | 4%
CCOC(=O)N1CCN(C(=O)Nc2sc3nc4n(c(=O)c3c2C)CCC(C)CC4)CC1 (stereo not given) | -1% | 3.1% | i | u | u | 10% | i | -18% | -5% | -7% | u
O=C(CSc1nnnn1-c1ccc(Cl)cc1)NC(=O)Nc1ccc2c(c1)OCCO2 | 2.5µM* | -1.7% | i | 7% | -4% | 11% | i | 71% | -1% | -9% | u
O=C(CSc1nnc(CN2CCOCC2)n1-c1ccccc1)N1CCc2ccccc21 | 4% | -0.7% | i | 10% | 1% | -6% | i | -2% | -1% | 5% | -7%
Cc1cccc(CNc2nc(-c3ccc4c(c3)OCO4)nc3ccccc23)c1 | -1%[2.29 µM] | -1.5% | i | u | -25% | u | i | u | 7% | -8% | 27%
CC(=O)c1cccc(NC(=O)N2CCCC2C(=O)NC2CCCCC2)c1 (stereo not given) | 1% | x | i | 5% | -7% | -18% | i | 6% | -1% | 2% | u
CC1(C)CC(=O)c2cc(C(=O)Nn3cnnc3)c(=O)n(-c3ccccc3)c2C1 | 0% | 1.9% | u | 4% | 15% | -1% | i | 7% | u | 5% | -1%
O=C(NCCc1ccccc1)c1ccc2c(c1)N(Cc1ccccc1)C(=O)CS2=O (stereo not given) | 2% | -1.3% | x | -7% | 0% | -22% | x | 12% | -1% | -9% | -10%
COc1ccc(-c2cc(C(F)(F)F)nc(N3CCOCC3)n2)cc1OC | -1% | -0.9% | i | -11% | -8% | 29% | i | 146% | 4% | 1% | u
CCOc1ccc(-c2nnn(CC(=O)NCc3ccc(OC)cc3)n2)cc1OCC | 0% | -0.2%[57.5 µM] | u | 8% | 6% | -1% | i | -2% | 0% | -4% | 6%
CC(=O)Nc1cc2ccccc2oc1=O | -7%[25.5 µM] | 0.8%[20.6 µM] | i | -26%[25.6 µM] | 4%[25.6 µM] | -15%[25.7 µM] | i | -26%[25.6 µM] | 1%[26 µM] | -2%[25.6 µM] | 2%[17.1 µM]
CCn1cc(Br)c(-c2nc3ccccc3c(=O)n2N)n1 | -1% | -0.3% | u | 2% | 9% | 1% | i | -8% | -2% | -2% | -4%
CCOc1ccccc1N(CC(=O)OC)S(=O)(=O)c1ccccc1 | 1% | 0.5% | x | 7% | 3% | 0% | x | 8% | 1% | -4% | -3%
O=C(NC1CCCCC1)c1cc2nc3c(c(C(F)(F)F)n2n1)CCCC3 | -11% | 0.5% | i | -2% | -9% | -4% | i | -25% | 3% | 1% | 13µM*
COc1ccc(OC)c(CCNC(=O)CC2Oc3ccc(C)cc3NC2=O)c1 (stereo not given) | -1% | -0.2% | x | u | -9% | -9% | x | 368% | -3% | -3% | -2%
O=C(C1CCC(CNc2c(N3CCCCC3)c(=O)c2=O)CC1)N1CCN(c2ccccn2)CC1 (stereo not given) | 2% | -1.0% | x | 7% | -6% | -30% | x | -2% | -3%[2.3 µM] | -6% | -3%
O=C(NCc1ccccn1)c1n[nH]c2ccccc12 | -14% | -0.3%[57.5 µM] | i | -1% | 15% | 3% | i | -9% | -1% | 1% | -7%
O=C(O)CC(C(=O)O)n1nc(-c2ccccc2)cc1-c1ccccc1 (stereo not given) | -1% | -1.3% | x | 2% | 9% | -1% | x | -8% | -2% | 0% | -3%
COc1cccc(Cn2c(=O)c(-c3cccs3)nc3cnc(N(C)C)nc32)c1 | 1%[11.4 µM] | 0.0% | i | -7% | 0% | 20% | i | i | 12% | -2% | u
COC(=O)N1CCC2(CC1)CCN(c1ccccc1)CC2 | 2%[11.4 µM] | -1.7% | i | 4% | 7% | u | i | -2% | -7% | 0% | 5%
COc1ccc(NC(=O)Cn2c(C)cc(=O)c3cccc(OC)c32)cc1 | 2% | 2.6%[1.84 µM] | i | 11% | 7% | 6% | i | 7% | -3% | -1% | -4%
CCC(C)NCC(O)COCc1ccc(Cl)cc1 (stereo not given) | 1% | -0.1% | i | 13% | -9% | -1% | i | -6% | -3% | -1% | -7%
CNS(=O)(=O)c1ccccc1C(=N)c1ccccc1 | 1%[11.4 µM] | 0.8%[9.22 µM] | i | 22%[11.4 µM] | 2%[11.4 µM] | -6%[11.5 µM] | i | 6%[11.4 µM] | -2%[11 µM] | -10%[11.4 µM] | 13%[7.6 µM]
CC1CCN(C(=O)Cn2cc(C(=O)c3ccco3)c3ccccc32)CC1 | 0% | x | u | -13% | 4% | -16% | i | 1% | 3% | -2% | 4%
COc1ccc(CNc2ccnc(-c3ccc4c(c3)OCO4)n2)c(OC)c1 | 4%[2.29 µM] | -1.0% | i | -9% | u | -21% | i | -12% | -7% | 4% | 12%
COc1ccc(CN2CCC(C(=O)N3CCN(c4ccccc4F)CC3)CC2)cc1OC | 0% | -1.2% | x | 4% | -13% | -9% | x | 0% | 0% | -3% | -1%
NC(=O)c1cc(S(=O)(=O)NC2CCCCC2)co1 | 2% | -0.9% | i | 2% | 4% | 6% | i | 5% | 0% | -4% | -20%
O=C(CC1SCCNC1=O)Nc1cccc(Cl)c1 (stereo not given) | -5% | -0.4%[57.5 µM] | u | 6% | 0% | 3% | i | -8% | -5% | -1% | 6%
Cc1nc2ccccc2c(=O)n1NC(=O)c1ccccc1Cl | 0% | -0.1% | i | -4% | 11% | 15% | i | 10% | 0% | -4% | -2%
COC(=O)c1cc(OC)c(OC)cc1NC(=O)Cn1nnc(-c2ccccc2Cl)n1 | -2% | -0.5% | i | u | -3% | -19% | i | 109% | 1% | -1% | u
COCCn1c(=O)c(-c2ccc(OC)cc2)nc2cnc(Oc3ccc(OC)cc3)nc21 | 1%[11.4 µM] | 3.5% | u | 14% | 2% | -10% | i | -10% | -9% | -9% | u
Cc1ccc(CCNC(=O)C2CCCN(S(=O)(=O)c3c(C)nn(C)c3C)C2)cc1 (stereo not given) | -2% | 0.4% | x | 7% | -3% | -2% | x | -2% | -6% | 0% | -3%
COc1ccc(NCc2nnc(SCC(=O)c3ccc(OC)cc3)n2C)cc1 | -16% | -0.1%[57.5 µM] | i | -9% | -13% | -28% | i | u | -9% | -8% | -7%

Only part of the results is shown; count on the stated rates, not on these rows.
